Source: PubChem
HT1080 viability – cytotoxicity in HT1080 fibrosarcoma cells, cell-based, fluorescence readout (AID 620); HT1080 viability, fluorescence; higher % means a stronger effect; one-dose cytotoxicity, % at 10 µM; EC50 in µM for titrated hits; hit rate 0.42% among 87,000;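 also: cells exposed to compound overnight then 4 h with Alamar Blue; 0% = vehicle DMSO and 100% = killing control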
HPDE-C7K KRASV12 – cytotoxicity in KRAS-transformed pancreatic duct cells, primary screen, cell-based, fluorescence, HTS (AID 431); HPDE-C7K KRASV12 cells, Alamar Blue viability, 48 h; higher % means a stronger effect; one-dose cytotoxicity, % at 10 µM; EC50 in µM for titrated hits; hit rate 1.7% among 63,000;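 active = compounds whose percent cytotoxicity in the single-dose primary screen, scaled between solvent and toxic-drug controls, exceeds 50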;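 also: 0% = DMSO solvent wells and 100% = doxorubicin-treated wells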
Bfl-1 inhibitors – Bfl-1 inhibitors, primary screen, biochemical, fluorescence polarization, FITC-Bid, mouse (AID 432) | FITC-Bid BH3 peptide fluorescence polarization displacement; higher % means a stronger effect | displacement, % at 20 µM, or IC50 in µM where a hit was titrated | hit rate 0.02% among 64,000; in the data active = a potency from the dose series; inactive = the rest, 99 in 100 with displacement below about 15%; also: strong numbers were not always called active
HPDE-C7 viability – cytotoxicity in HPDE-C7 cells, cell-based, fluorescence, HTS (AID 430). cytotoxicity, % at 10 µM, or EC50 in µM where a hit was titrated. hit rate 1.8% among 63,000. HPDE-C7 pancreatic duct cells viability, fluorescence; higher % means a stronger effect;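 also: cells exposed to compound for 48 hours before viability readout; 0% = vehicle and 100% = reference cytotoxic drug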
PMK inhibit – S. pneumoniae PMK inhibitors, primary screen, biochemical, mevalonate pathway, pilot trial included; inhibition, % at 10 µM; purified PMK, PK/LDH-coupled NADH absorbance 340 nm; hit rate 0.49% among 65,000;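 active = top-ranked compounds by inhibition in the single 10 µM screen, taking a fixed number of the strongest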;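 also: 0% = full reaction with DMSO carrier and 100% = background rate without enzyme reaction; no value below 0 was filed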
MK inhibit – S. pneumoniae MK inhibitors, primary screen, biochemical, PK/LDH-coupled NADH absorbance | mevalonate kinase [Streptococcus pneumoniae D39] | purified MK, PK/LDH-coupled NADH absorbance 340 nm | inhibition, % at 10 µM | hit rate 0.48% among 65,000;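 active = ranked among the strongest by inhibition in the single 10 µM screen, a fixed top-ranked set picked for dose follow-up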; also: no value below 0 was filed
LYP inhibition – LYP phosphatase inhibitors, primary screen, biochemical, DiFMUP fluorescence, recombinant catalytic domain, 10 µM (AID 606). Tyrosine-protein phosphatase non-receptor type 22 (Homo sapiens). recombinant LYP catalytic domain, DiFMUP fluorescence; higher % means a stronger effect. one-dose inhibition, % at 10 µM; IC50 in µM for titrated hits. 52,000 tested, under 10 active;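 active = IC50 under 40 µM in the dose-response test; inactive = IC50 of 40 µM or more, or never dose-tested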
DPM-DC inhibit – S. pneumoniae DPM-DC inhibitors, primary screen, biochemical, PK/LDH-coupled NADH fluorescence | diphosphomevalonate decarboxylase (Streptococcus pneumoniae D39) | calls only at 10 µM | hit rate 0.49% among 65,000 | purified DPM-DC;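 active = the 320 compounds with the highest percent inhibition in the single-dose primary screen, excluding strongly autofluorescent ones, cut at about 32% in these data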;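 also: kinetic rate of NADH fluorescence loss reporting ADP formed by the decarboxylase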
TNAP inhibition – human TNAP enzyme inhibitors, biochemical, luminescent (AID 518); Alkaline phosphatase, tissue-nonspecific isozyme (Homo sapiens); purified TNAP enzyme, luminescent substrate readout; higher % means a stronger effect; inhibition, % at 20 µM; hits with a dose series show IC50 in µM; hit rate 0.09% among 64,000; in the data active = a potency from the dose series; inactive = the rest, 99 in 100 with inhibition below about 22%;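 also: plate controls were vehicle for no effect and reference inhibitor for full effect; many of its hits are not listed in these tables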
PMK inhibit pilot replicates – recorded beside PMK inhibit, whose call it bears; inhibition, %; measured here: pilot screen replicates
MK inhibit pilot replicates – also measured in MK inhibit; calls as there; inhibition, %; measured here: pilot screen replicates
DPM-DC inhibit pilot screen % – further read-out of DPM-DC inhibit, marked with its call; inhibition, %; measured here: pilot screen trials
An asterisk follows results filed as active; i = inactive; · = no result given. Rule as the data show it, unless noted: active = cytotoxicity above about 50%; inactive = the rest.

SMILES	HT1080 viability	HPDE-C7K KRASV12	Bfl-1 inhibitors	HPDE-C7 viability	PMK inhibit	MK inhibit	LYP inhibition	DPM-DC inhibit	TNAP inhibition	others
O=C(CN1CCN(C2CCCCC2)CC1)Nc1ccccc1N1CCCCC1	6%	-20%	-3%	-23%	11	6	-2%	i	3%
Cc1sc2ncn(CC(=O)NCCCC(=O)N3CCN(c4ncccn4)CC3)c(=O)c2c1C	-1%	0%	-7%	-10%	8	4	0%	i	-8%
Nc1cc(=O)[nH]c(SCc2cccc(Cl)c2)n1	20%	-11%	-2%	-5%	12	3	8%	i	-3%
O=C(Cc1c(C(=O)O)[nH]c2ccc(Cl)cc12)Nc1ccc2c(c1)OCCO2	0%	-4%	0%	-12%	0	4	5%	i	0%
Cc1csc(N2CCc3ccccc32)n1	3%	8%	-9%	-4%	12	9	-14%	i	15%
CCN(CC)C(=O)COc1cccc2ccccc12	2%	3%	-3%	1%	22	3	8%	i	14%
CC(=O)c1ccc(N2CCN(C(=O)CCS(=O)(=O)c3ccc(C)cc3)CC2)cc1	-10%	-8%	3%	-14%	8	6	·	i	2%
Cc1nn(Cc2ccc(Cl)cc2Cl)c(C)c1NC(=O)c1nc2n(n1)C(C(F)F)CC(C)N2 (stereo not drawn)	4%	10%	0%	0%	9	4	13%	i	-5%
CCOC(=O)CSc1nnc(-c2ccc(S(=O)(=O)N3CCC(C)CC3)cc2)o1	-4%	1%	-2%	2%	13	0	6%	i	9%
COC(=O)C1=CN(CCCN2CCCC2=O)C=C(C(=O)OC)C1c1cccs1	2%	3%	6%	1%	8	4	2%	·	5%
c1ccc2c(c1)C(=NCC1CCCO1)NC2=NCC1CCCO1 (stereo not drawn)	1%	8%	-13%	-4%	1	6	9%	i	9%
COc1ccc(NC(=O)CSc2nnc(C3CC3)n2N)cc1	0%	·	-4%	·	22	1	0%	i	13%
Cc1ccc(C2(C)NC(=O)N(CC(=O)NC(=O)NCCC(C)C)C2=O)cc1 (stereo not drawn)	-4%	7%	4%	1%	0	3	·	i	0%
Cc1cccc(-n2ncc3c(NCCCO)ncnc32)c1	12%	12%	4%	13%	12	0	-3%	i	11%	PMK inhibit pilot replicates=0.0;MK inhibit pilot replicates=0.0;DPM-DC inhibit pilot screen %=0.5
COc1ccc(Cl)cc1Nc1nc(C)cc(=O)[nH]1	8%	12%	-5%	8%	2	6	3%	i	16%	PMK inhibit pilot replicates=3.5;MK inhibit pilot replicates=3.0;DPM-DC inhibit pilot screen %=4.0
Cc1cccn2c(=O)c(C=NCc3ccco3)c(Nc3ccc(Cl)cc3)nc12	11%	-7%	-3%	-1%	10	0	2%	i	9%
O=C(c1nc2nc(-c3ccccc3)cc(C(F)(F)F)n2n1)N1CCCCC1	-10%	1%	-4%	1%	7	5	0%	i	33%
COC(=O)c1[nH]c2ccc(C)cc2c1NC(=O)CCN1CCN(C2CCCCC2)CC1	-10%	14%	-1%	20%	2	3	·	i	4%
CC(C)(Oc1ccc(Cl)cc1)C(=O)NC1CCSC1=O (stereo not drawn)	2%	-3%	-8%	-9%	0	0	2%	i	3%	PMK inhibit pilot replicates=0.5;MK inhibit pilot replicates=0.0;DPM-DC inhibit pilot screen %=1.0
COc1ccc(CSc2nnc(C)n2N)cc1	5%	-5%	1%	0%	14	10	7%	i	0%
CCCCCCn1c(N2CCN(c3ccccc3)CC2)nc2c1c(=O)[nH]c(=O)n2C	10%	15%	-3%	-7%	20	8	11%	i	7%
Cc1nn(CCO)c(C)c1Oc1ccccc1O	-2%	-8%	0%	-9%	0	15	12%	i	4%
Cc1oc(C2CC2)cc1C(=O)O	-4%	-6%	-9%	-8%	9	0	·	i	12%
CCOC(=O)c1oc2ccc(CNCCO)c(Cl)c2c1C	-9%	10%	-6%	5%	13	5	0%	i	6%
CCn1c(SCC(=O)N2CCc3ccccc3C2)nc2c1c(=O)n(C)c(=O)n2C	-4%	-2%	-4%	0%	17	1	·	i	2%
CCN(CC)S(=O)(=O)c1ccc(C2CNC(=O)C2)cc1 (stereo not drawn)	4%	7%	6%	9%	0	2	12%	i	12%
C=CCN(C(=O)CNC(=O)c1ccco1)C(C(=O)NC1CCCCC1)c1ccccc1 (stereo not drawn)	8%	-10%	0%	5%	13	15	·	i	2%
CC(C)Cn1c(SCC(=O)NC(=O)Nc2ccc3c(c2)OCCO3)nc2ccccc2c1=O	4%	-2%	7%	3%	17	0	7%	i	9%
CCc1sc(NC(=O)COC)nc1-c1ccccc1	-14%	13%	-9%	6%	6	0	23%	i	9%
O=C1CCC(=O)N1CCOP1(=O)COc2ccccc2OC1	-10%	-26%	2%	-27%	8	4	6%	i	4%
CCOc1ccc(OCC)c(NC(=O)C2CCCN(S(=O)(=O)c3cnc[nH]3)C2)c1 (stereo not drawn)	-7%	5%	1%	-3%	4	2	9%	i	6%
COCCn1nnnc1C(c1ccccn1)N1CCN(c2cc(C)ccc2C)CC1 (stereo not drawn)	-6%	-3%	0%	-1%	11	5	·	i	4%
O=C(OCc1c(Cl)cccc1Cl)c1ccccn1	2%	-7%	-2%	-22%	0	4	·	i	3%
O=C(c1ccco1)N1CCN(c2ncnc3c2oc2ccccc23)CC1	-4%	-3%	-4%	-4%	0	7	5%	i	8%
COc1ccc(CC(=O)Nc2cc(Cl)ccc2O)cc1	-4%	20%	3%	19%	7	5	-4%	i	16%	PMK inhibit pilot replicates=1.5;MK inhibit pilot replicates=3.5;DPM-DC inhibit pilot screen %=2.0
CCOC(=O)N1CCN(Cc2nc3c(c(=O)[nH]c(=O)n3C)n2Cc2cc(C)ccc2C)CC1	-2%	-5%	1%	-12%	2	2	11%	i	4%	PMK inhibit pilot replicates=5.5;MK inhibit pilot replicates=3.0;DPM-DC inhibit pilot screen %=3.5
Cc1ccc2nc(NC(=O)C3CCN(S(=O)(=O)c4ccc5c(c4)oc(=O)n5C)CC3)sc2c1	-3%	6%	-5%	8%	1	6	5%	i	9%
Cc1ccc(S(=O)(=O)NCc2ccc(C(=O)N(C)CCC#N)cc2)cc1	-14%	-8%	-5%	-5%	17	2	·	i	-2%
O=C(OCc1nnc(-c2ccccc2)o1)C1=COCCO1	-9%	-1%	-1%	0%	17	9	2%	i	11%	PMK inhibit pilot replicates=4.0;MK inhibit pilot replicates=0.0;DPM-DC inhibit pilot screen %=3.0
O=C1c2ccccc2C(O)N1c1cccnc1 (stereo not drawn)	1%	5%	1%	-5%	1	8	2%	i	12%

Three entries out of the list, ordered by count of non-hydrogen atoms, low to high.
SMILES	HT1080 viability	HPDE-C7K KRASV12	Bfl-1 inhibitors	HPDE-C7 viability	PMK inhibit	MK inhibit	LYP inhibition	DPM-DC inhibit	TNAP inhibition	others
Cc1oc(C2CC2)cc1C(=O)O	-4%	-6%	-9%	-8%	9	0	·	i	12%
O=C1c2ccccc2C(O)N1c1cccnc1 (stereo not drawn)	1%	5%	1%	-5%	1	8	2%	i	12%
COCCn1nnnc1C(c1ccccn1)N1CCN(c2cc(C)ccc2C)CC1 (stereo not drawn)	-6%	-3%	0%	-1%	11	5	·	i	4%

Next results:
SMILES	HT1080 viability	HPDE-C7K KRASV12	Bfl-1 inhibitors	HPDE-C7 viability	PMK inhibit	MK inhibit	LYP inhibition	DPM-DC inhibit	TNAP inhibition	others
C=CCCC(=O)Nc1ccc(COC(=O)N2CCOCC2)cc1	1%	8%	-3%	7%	8	4	-14%	i	9%
CCOC(=O)CSc1nnc(CSc2nc(C)cc(C)n2)n1Cc1ccco1	8%	23%	4%	32%	16	3	4%	i	13%
CC1(C)CC(=O)C2=C(C1)OC(N)=C(C#N)C2C1CC=CCC1 (stereo not drawn)	0%	-15%	1%	-20%	9	7	11%	i	6%	PMK inhibit pilot replicates=3.0;MK inhibit pilot replicates=0.0;DPM-DC inhibit pilot screen %=1.5
c1ccc2c(c1)ncn2Cc1nnc2sc(-c3ccncc3)nn12	8%	1%	1%	5%	2	0	·	i	3%
CC1CCN(CCNC(=O)c2ccc3c(=O)n(CCc4ccccc4)c(=O)[nH]c3c2)CC1	0%	-4%	-9%	0%	0	7	-6%	i	11%
CC1CCCCC1NC(=O)CN1CCN(Cc2ccccc2Cl)C1=O (stereo not drawn)	-4%	-7%	0%	-3%	1	12	16%	i	7%	PMK inhibit pilot replicates=5.5;MK inhibit pilot replicates=0.0;DPM-DC inhibit pilot screen %=2.0
CCOc1ccccc1NC(=O)CN(c1ccc(C)cc1)S(=O)(=O)c1c(C)noc1C	-3%	-7%	2%	-20%	1	4	5%	i	10%	PMK inhibit pilot replicates=4.0;MK inhibit pilot replicates=0.0;DPM-DC inhibit pilot screen %=0.0
Cn1c(CCNC(=O)c2ccco2)nc2cc(NC(=O)c3ccco3)ccc21	11%	-1%	-5%	3%	6	8	9%	i	3%
Cc1ccc(Cn2c(CN3CC(C)OC(C)C3)nc3c2c(=O)[nH]c(=O)n3C)cc1 (stereo not drawn)	3%	-18%	-21%	-22%	0	0	-2%	i	1%
COC(=O)Nc1nc2c(s1)CCCC2	3%	3%	3%	-4%	0	10	-10%	i	3%
COC(=O)c1ccc(Oc2c(C)oc3c(CN4CCN(C)CC4)c(O)ccc3c2=O)cc1	20%	-4%	-3%	-10%	13	5	3%	·	7%

Entries from the list above containing a furan ring, fused or not (7):
SMILES	HT1080 viability	HPDE-C7K KRASV12	Bfl-1 inhibitors	HPDE-C7 viability	PMK inhibit	MK inhibit	LYP inhibition	DPM-DC inhibit	TNAP inhibition	others
Cc1cccn2c(=O)c(C=NCc3ccco3)c(Nc3ccc(Cl)cc3)nc12	11%	-7%	-3%	-1%	10	0	2%	i	9%
Cc1oc(C2CC2)cc1C(=O)O	-4%	-6%	-9%	-8%	9	0	·	i	12%
CCOC(=O)c1oc2ccc(CNCCO)c(Cl)c2c1C	-9%	10%	-6%	5%	13	5	0%	i	6%
C=CCN(C(=O)CNC(=O)c1ccco1)C(C(=O)NC1CCCCC1)c1ccccc1 (stereo not drawn)	8%	-10%	0%	5%	13	15	·	i	2%
O=C(c1ccco1)N1CCN(c2ncnc3c2oc2ccccc23)CC1	-4%	-3%	-4%	-4%	0	7	5%	i	8%
CCOC(=O)CSc1nnc(CSc2nc(C)cc(C)n2)n1Cc1ccco1	8%	23%	4%	32%	16	3	4%	i	13%
Cn1c(CCNC(=O)c2ccco2)nc2cc(NC(=O)c3ccco3)ccc21	11%	-1%	-5%	3%	6	8	9%	i	3%
